# AID inh: inhibitors of human activation induced cytidine deaminase. Potency, µM (top dose mostly 115 µM), inactives show top-dose activity change, negative = inhibition, usual class: inhibitors. 91,000 compounds, 0.32% hits. Q9GZX7. AID deamination FRET fluorescence, UDG-coupled, 4 h; note: nearly all actives have a fitted effect of over 25% in size
# Target sequence (Q9GZX7 whole entry, looked up): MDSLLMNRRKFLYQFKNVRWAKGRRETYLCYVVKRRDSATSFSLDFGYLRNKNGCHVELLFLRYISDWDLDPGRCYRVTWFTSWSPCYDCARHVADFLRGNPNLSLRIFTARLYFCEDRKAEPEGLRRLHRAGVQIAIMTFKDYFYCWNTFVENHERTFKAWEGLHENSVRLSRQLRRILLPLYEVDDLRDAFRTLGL
# UDG counter: UDG inhibition counter-screen; 91,000 compounds, 0.14% hits; FRET deamination/UDG coupled assay, UDG read, 4 h; AID 1347430; Potency, µM (titrated, usually from 115 µM), for inactives: at the highest dose activity change, negative = inhibition, actives largely listed as inhibitors; note: nearly all actives have a fitted effect of over 65% in size
# Starred values were filed as active, the others as inactive; ? = inconclusive; [ ] = remark or other dose. Calls come from the whole dose curve; as a rule, active = well fitted curve in the direction sought with a large enough effect; inconclusive = small, poorly fitted or top-dose-only effect, or another doubt; inactive = no such curve, though single readings can be large; an effect the other way counts as inactive or inconclusive. % is set by controls: 0 for no effect and ±100 for the full control effect; potency is the fitted concentration of half-maximal effect.
mol,UDG counter,AID inh
C=CCOc1ccc(C(=O)Nc2cccc(OC)c2)cc1,2%,-8%
CN(C)CCCNC(=O)c1cc(-c2ccc3c(c2)OCO3)nc2ccccc12,2%,1%
CCOC(=O)c1cccc(NC(=O)C2(S(=O)(=O)c3ccc(C)cc3)CC2)c1,-1%[57.5 µM],1%
Cc1ccc(CNC(=O)C(=O)Nc2c3c(nn2-c2ccccc2)CSC3)cc1,-11%,?
Oc1c(C(c2ccccc2Cl)N2CCN(Cc3ccccc3)CC2)sc2nc(-c3ccco3)nn12 (configuration not stated),-16%[57.5 µM],-4%
Cc1ccc(-n2nc3c(N4CCC(C(=O)NCc5ccccc5Cl)CC4)nnc(C)c3c2C)cc1,-9%,0%
CCCCOC(=O)COc1ccc2c(=O)c(Oc3cccc(C)c3)c(C(F)(F)F)oc2c1,-5%,-4%
CC(=O)N(CCC1(Cc2ccccc2)CCOC(C)(C)C1)Cc1ccccc1 (configuration not stated),-3%,-4%
CCCN(CCC)CCCNC(=O)c1cc2c(=O)oc3ccc(C)cc3c2s1,2%,?
CCc1ccc(N2C(=O)CS(=O)(=O)C23C(=O)N(Cc2ccccc2)c2ccccc23)cc1 (configuration not stated),0%,-6%
CCOC(=O)c1c(-c2ccc(C)cc2)csc1NC(=O)c1nc(SC(C)C)ncc1Cl,-6%,-1%
Cc1cccc(NC(=O)CCS(=O)(=O)c2cccc3nsnc23)c1C,-5%,-1%
Cc1ccc(/C=C/C(=O)N2CCN(Cc3ccccc3)CC2)cc1,0%,-8%
COc1ccc(C(C)=O)cc1CN(C)Cc1ccccc1,0%,-8%
Cc1ccc2nc(NS(=O)(=O)c3ccc(Cl)cc3)c(Nc3ccc(C(=O)O)cc3)nc2c1,-18%,?
Cc1cc(=O)oc2cc(OCC(=O)NC(=O)NC3CCCCC3)ccc12,3%,-4%
O=C(CN1CCCCC1c1nc2ccccc2s1)NC(=O)Nc1ccc2c(c1)OCCO2 (configuration not stated),-5%,2%
Cc1cccc(C(=O)Oc2c(Sc3ccccc3)c(C)nn2C(C)(C)C)c1,?,8%
O=C(NCc1cccc(Cl)c1)NCc1noc2ccccc12,-2%,-5%
CCC(CC)C(=O)Nc1nnc(SCc2cc(=O)n3cccc(C)c3n2)s1,-1%,15%

# Following part:
mol,UDG counter,AID inh
COc1cccc(CNCCCSc2nnnn2C)c1OC,10%,4%
CCCn1c2ccccc2c2cnn(CC(=O)NCCc3ccc(C)cc3)c(=O)c21,-11%[57.5 µM],16%
COc1ccc(CCNC(=O)c2nc(SCc3ccccc3F)ncc2Cl)cc1OC,-1%,-16%
Fc1ccc(-n2ncc3c(N4CCN(Cc5ccccc5)CC4)ncnc32)cc1,-19%,2%
O=C1Nc2c(c(=O)[nH]c(=O)n2-c2ccc(F)cc2)C1(NS(=O)(=O)c1ccc(Cl)cc1)C(F)(F)F (configuration not stated),14%,21%
CC(C)Cc1ccc(S(=O)(=O)N2CCC(c3ccncc3)CC2)cc1,-9%,35µM*
Clc1ccc(CCNC(c2ccc(Cl)cc2)c2nnc(-c3ccccc3)o2)cc1 (configuration not stated),-9%,?
CSC1CCCCC1(O)CSc1nc(-c2ccc(C)cc2)cc(-c2ccccc2)c1C#N (configuration not stated),2%,1%
CCn1c2ccccc2c2nnc(N3CCN(c4cccc(Cl)c4)CC3)nc21,-2%,-7%
C=C(C)COc1ccc2c(=O)c(Oc3ccc(C(=O)OCCC)cc3)coc2c1,-2%,8%
CCN1CCN(c2cc(C)c3cc(NC(=O)c4cc(OC)cc(OC)c4)ccc3n2)CC1,-12%,?
CN(CCCNC(=O)c1cnc2ccccc2n1)S(C)(=O)=O,3%,23%
Cc1ccc(C)n1-c1nnc(N2CCC(C(=O)NCc3ccc(F)cc3)CC2)s1,1%,18%
O=C(COCc1cc(-c2ccco2)on1)Nc1cccc(O)c1,-2%,4%
CC(C)(C)C1CCC(C(=O)NNC(=O)c2cccc(Cl)c2)CC1 (configuration not stated),9%,-5%
O=C(C1CCN(S(=O)(=O)c2cccs2)CC1)N1CCN(c2ccccc2F)CC1,?,23%
CC(Sc1nc(-c2ccccc2)c(-c2ccccc2)o1)C(=O)NC1CC1 (configuration not stated),?,-26%
COc1ccccc1-n1ncc2c(=O)[nH]c(SCC(=O)Nc3cccc(F)c3)nc21,1%,7%
c1ccc(Nc2ccc(-c3ccc(Nc4ccccc4)cc3)cc2)cc1,-4%,-5%
Cc1ccc2nc(CN3CCN(S(=O)(=O)c4ccc(C(C)C)cc4)CC3)oc2c1,8%,1%

# More records follow.
mol,UDG counter,AID inh
COc1ccc(OC)c(NS(=O)(=O)c2ccc3[nH]c4c(c3c2)CCCCC4)c1,-9%,-7%
Cc1ccc(-n2c(=O)c3c(c4cc(C)ccc4n3C)n(Cc3ccc(F)cc3)c2=O)cc1,-14%[57.5 µM],-8%
COC(=O)c1ccc(Oc2nc3c(c(=O)n(C)c(=O)n3C)n2Cc2ccc(Cl)c(Cl)c2)cc1,-22%,1%
CCOC(=O)C(Cc1cc(C)c(CC(C(=O)OCC)C(=O)OCC)cc1C)C(=O)OCC,-5%,-3%
CC12CC3CC(C)(C1)CC(C(=O)NCc1ccccn1)(C3)C2,-4%,-10%
COc1cccc(C2c3c(-c4ccccc4O)n[nH]c3C(=O)N2Cc2cccnc2)c1 (configuration not stated),-20%,-20%
Cc1ccc(NS(=O)(=O)c2ccc3c(c2)C(C(C)C)C(=O)N3)cc1C (configuration not stated),-12%,-13%
Cc1ccc(-n2nc3c(N4CCC(C(=O)NC5CCCCC5)CC4)nnc(C)c3c2C)cc1,-2%,-18%
O=C(Nc1nc(C23CC4CC(CC(C4)C2)C3)cs1)c1ccc(=O)[nH]c1,1%,1%
c1ccc2[nH]c(CSc3ccc4c(c3)OCCO4)nc2c1,-1%,-2%
COc1cc(NS(=O)(=O)c2ccc3c(c2)OCC(C(=O)N2CCCC2)O3)cc(OC)c1 (configuration not stated),4%,8%
O=C(/C(Br)=C/Nc1ccc(Cl)c(Cl)c1)C(F)(F)F,-7%,-7%
CCC(=O)Nc1ccccc1-c1nc2ccccc2n(CC(=O)Nc2ccccc2OC)c1=O,0%,-14%
O=C(NCc1cccc(Cl)c1)c1cc2c(s1)-c1ccccc1SC2,-11%,0%
CCc1nn(CC(=O)Nc2c(C)cc(C)cc2C)c(=O)c2cc3sccc3n12,-5%,10%
Cc1cccc(OC(=O)CSc2nnc(-c3cccs3)o2)c1C,0%,-8%
CCCCC(=O)NCC1CC2c3ccccc3C1c1ccccc12 (configuration not stated),5%,-5%
CC(C)c1ccc(Cc2cnc(NC(=O)c3ccc4c(c3)CC(c3ccccc3)OC4=O)s2)cc1 (configuration not stated),8%,2%
Cc1ccccc1N1CC(C(=O)Nc2ccccc2C(=O)N2CCN(c3ccccc3)CC2)CC1=O (configuration not stated),-19%,-7%
Cc1ccc(SCC(=O)Nc2ccc3oc(-c4ccccc4F)nc3c2)cc1,11%,18%

# (next part)
mol,UDG counter,AID inh
CCOC(=O)Nc1ccc(C(=O)OC)cc1,-2%,-5%
COc1cc(CN2CCc3nc(N4CCN(c5ncccn5)CC4)ncc3C2)cc(OC)c1OC,-10%,2%
Cc1ccc(CCNC(=O)CS(=O)Cc2nc(-c3ccccc3C)oc2C)cc1 (configuration not stated),?,?
COc1ccc(NC(=O)CCCOc2cc(=O)n(C)c3ccccc23)c(OC)c1,-10%[57.5 µM],0%[57.5 µM]
Cc1ccccc1NC(=O)C(C#N)=C1CCCCC1,-8%,-3%
CC(C(=O)N1CCNC1=O)N(C)Cc1ccc(Cl)cc1Cl (configuration not stated),-10%,-17%
Cc1c(Nc2nc3ccccc3n3c(C)nnc23)cccc1C(=O)O,8%,52%[activator]
Cc1ccc(NC(=O)CN2C(=O)C(c3ccccc3)=NC23CCCCC3)cc1C,-16%,?
CC1(C)CN(C(=O)C2CCCO2)CCO1 (configuration not stated),2%,-4%
Cc1ccc(C(=O)Nc2ccccc2)cc1NC(=O)CC(C)(C)CC(=O)O,-2%,-8%
CC(C)c1ccccc1NC(=O)c1cnc2ccccc2n1,7%,-5%
Cc1c2cnn(CC(=O)NCc3ccc(F)cc3)c(=O)c2c(C)n1Cc1ccccc1F,10%,-14%
COc1cc(OC)cc(C(=O)Nc2ccc3nc(N4CCCCC4)cc(C)c3c2)c1,-7%,?
Cn1c(=O)n(-c2cccc(Cl)c2)c(=O)c2sc3ccccc3c21,0%,-10%
COc1cc(Cc2cnc(N)nc2N)cc(OC)c1OC,4%,3%
COc1ccc(OCCOC(=O)c2cc(C)nc3ccccc23)cc1,-15%,-16%
CCOC(=O)c1c(NC(=O)C2c3ccccc3Oc3ccccc32)sc(C(=O)N(CC)CC)c1C,-20%,-18%
Cc1cccc(N(C)C(=O)C2CCC(CNS(=O)(=O)c3cccc4nsnc34)CC2)c1 (configuration not stated),-9%[57.5 µM],?
Cc1cc(C)cc(-n2c(SCC(=O)N3CCC(C)CC3)nc3c([nH]c4ccccc43)c2=O)c1,0%,18%
CC(C)CCn1c(=O)c2cccnc2n(CC(=O)Nc2ccccc2F)c1=O,?,-9%

# A stretch from the list above:
mol,UDG counter,AID inh
C=CCOc1ccc(C(=O)Nc2cccc(OC)c2)cc1,2%,-8%
CN(C)CCCNC(=O)c1cc(-c2ccc3c(c2)OCO3)nc2ccccc12,2%,1%

# Next compounds follow.
mol,UDG counter,AID inh
CC1C(c2ccccc2)=[N+]([O-])C(C)(C)N1O (configuration not stated),4%,2%
Cc1c(Cl)cccc1-c1ccc(C(=O)Nc2ccc3oc(-c4cccnc4)nc3c2)o1,-1%,191%[activator]
CC(NC(=S)NC1CCCC1)c1ccc(C(C)(C)C)cc1 (configuration not stated),-6%,-13%
CCOc1ccc(NC(=O)c2cc(S(=O)(=O)N3CCN(c4ccccc4F)CC3)ccc2F)cc1,4%,5%
Cc1ccc(Cn2c(=O)n(CC3CCC(C(=O)N4CCOCC4)CC3)c(=O)c3sccc32)cc1 (configuration not stated),-16%,?
COc1ccc(Nc2cc(C(=O)NCCCN3CCN(c4ccccc4F)CC3)c3ccccc3n2)c(OC)c1,-12%,8%
CCN(c1ccccc1)S(=O)(=O)c1ccc(C(=O)NC2CCCCCC2)cc1,-9%,-13%
Cc1ccccc1C(C)NC(=O)c1cc(-c2ccccc2)n[nH]1 (configuration not stated),-8%,-6%
Cn1cc(-c2cc3n(n2)CCC(=O)N3CCCC(=O)Nc2ccc(F)cc2F)c2ccccc21,-14%,20%
ClC(Cl)(Cl)C1=NC(C(Cl)(Cl)Cl)N=C(c2ccccc2)N1 (configuration not stated),-2%,-1%
O=C(Nc1ccc(-c2nc3cc(NC(=O)c4ccccc4Cl)ccc3o2)cc1)c1ccccc1Cl,-17%,8%
Cc1ccc(-c2cc(C(=O)N3CCCCCC3)c3ccccc3n2)o1,0%,21%
COc1ccc(S(=O)(=O)N2Cc3ccccc3CC2C(=O)Nc2cc(Cl)ccc2Cl)cc1 (configuration not stated),-9%,0%
CCS(=O)(=O)Nc1ccc(C2=NN(C(C)=O)C(c3ccco3)C2)cc1 (configuration not stated),-5%,-7%
COc1ccc(C(=O)N2CCC(C(=O)Nc3ccc(Cl)cc3)CC2)cc1,-5%,?
Fc1ccc(Nc2c(-c3c[nH]c4ccccc34)nc3ccccn23)cc1,-13%,-29%
CCc1ccc2nc(N3CCN(C(=O)c4ccco4)CC3)sc2c1,-11%,?
Cc1ccc(N2C(=O)[C@@H]3CSC(c4ccc(Cl)cc4)N3C2=O)cc1 (some centres not stated),4%,5%
CCC1CN(C(=O)N2CCC(C(=O)NCCC3=CCCCC3)CC2)c2ccccc2O1 (configuration not stated),5%[57.5 µM],6%
Cc1cc(C)c(NC(=O)CSC2=C(C#N)C(c3ccc(C)o3)C3=C(CCCC3=O)N2)c(C)c1 (configuration not stated),5%,3%

# Next entries follow.
mol,UDG counter,AID inh
COC(=O)c1[nH]c2ccc(C)cc2c1NC(=O)c1ccccc1F,-3%,6%
COc1cc(OC)cc(-c2nc3nc(C)c(CCC(=O)Nc4ccc(C)cc4)c(C)n3n2)c1,-3%,4%
O=C(CSc1nc(Nc2ccccc2)c2ccccc2n1)c1ccc(Cl)cc1,-6%,1%
Cn1c(=O)[nH]c(=O)c2c1nc(N1CCOCC1)n2Cc1cccc(Br)c1,5%,2%
COc1cccc(C(=O)Nc2ccc3oc(-c4ccc5ccccc5c4)nc3c2)c1,-6%,10%
COc1ccc(C(=O)NC2CCCC2)c(OC)c1,-4%,-4%

# Full records as entered above. Order of screens: UDG counter, AID inh
# Profile of `CCCCOC(=O)COc1ccc2c(=O)c(Oc3cccc(C)c3)c(C(F)(F)F)oc2c1` → -5%, -4%
# Profile of `CCCN(CCC)CCCNC(=O)c1cc2c(=O)oc3ccc(C)cc3c2s1` → 2%, ?
# Profile of `O=C1Nc2c(c(=O)[nH]c(=O)n2-c2ccc(F)cc2)C1(NS(=O)(=O)c1ccc(Cl)cc1)C(F)(F)F` (configuration not stated) → 14%, 21%
# Profile of `C=CCOc1ccc(C(=O)Nc2cccc(OC)c2)cc1` → 2%, -8%
# Profile of `CC(NC(=S)NC1CCCC1)c1ccc(C(C)(C)C)cc1` (configuration not stated) → -6%, -13%

# Bioassay records deposited in PubChem BioAssay by National Center for Advancing Translational Sciences (NCATS).

# This is a subset; rates above refer to the full screens.
